STK33 kinase inh = blocks human STK33 kinase activity; 320,000 tested, 0.073% active; inhibition, % at 10 µM; purified STK33, MBP phosphorylation, ADP-Glo luminescence;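 active = inhibition at or above 25%, using the most active replicate where run in duplicate; inactive = inhibition below 25%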
Target sequence (Q9BYT3 whole entry, looked up): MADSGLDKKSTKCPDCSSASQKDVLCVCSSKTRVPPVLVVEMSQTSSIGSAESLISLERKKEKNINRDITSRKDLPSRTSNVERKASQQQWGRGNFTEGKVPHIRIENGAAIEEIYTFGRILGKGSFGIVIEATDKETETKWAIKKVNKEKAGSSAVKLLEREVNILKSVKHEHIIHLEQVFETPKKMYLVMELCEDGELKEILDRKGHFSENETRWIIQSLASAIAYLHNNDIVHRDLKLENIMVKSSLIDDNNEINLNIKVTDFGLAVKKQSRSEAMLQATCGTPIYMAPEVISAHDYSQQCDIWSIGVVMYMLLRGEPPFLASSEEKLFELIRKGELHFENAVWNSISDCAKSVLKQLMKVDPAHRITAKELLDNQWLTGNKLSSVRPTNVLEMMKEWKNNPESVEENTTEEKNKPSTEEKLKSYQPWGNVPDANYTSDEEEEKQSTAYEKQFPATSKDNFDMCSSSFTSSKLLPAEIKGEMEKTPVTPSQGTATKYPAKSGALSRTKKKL
OX1R antag = OX1R (human) antagonism; O43613; OX1R-expressing cells, FRET antagonist read-out; inhibition, % at 6.6 µM; AID 485270; 330,000 tested, 1.8% active; in the data active = inhibition mostly above about 38%, no sharp cut-off; inactive = mostly below about 40%;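 note: 0% = agonist challenge alone and 100% = reference antagonist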
Target sequence (O43613 whole entry, looked up): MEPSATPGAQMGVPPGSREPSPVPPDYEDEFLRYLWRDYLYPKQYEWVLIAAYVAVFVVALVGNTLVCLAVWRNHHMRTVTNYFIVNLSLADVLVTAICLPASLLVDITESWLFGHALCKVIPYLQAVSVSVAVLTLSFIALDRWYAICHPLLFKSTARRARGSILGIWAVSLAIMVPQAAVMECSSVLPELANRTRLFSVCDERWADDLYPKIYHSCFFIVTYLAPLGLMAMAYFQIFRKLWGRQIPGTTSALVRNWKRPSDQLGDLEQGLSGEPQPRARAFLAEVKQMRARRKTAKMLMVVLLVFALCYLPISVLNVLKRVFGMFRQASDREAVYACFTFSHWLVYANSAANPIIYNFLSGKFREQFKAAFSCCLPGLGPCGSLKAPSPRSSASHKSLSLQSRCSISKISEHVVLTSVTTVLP
KCNQ2 block = KCNQ2 channel blockers in CHO-K1 cells – cell-based, FluxOR thallium flux, B-score, primary screen (AID 2156). 310,000 tested, 1.1% active. B-score at 10 µM. O88943. 20 min; stronger effect = lower value;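 active = fluorescence ratio B-score at most minus 3 library SDs, with starting brightness B-score within 2 library SDs, cut at about -5.5 in these data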
Numbers without * were called inactive; i = inactive; / = not tested or not shown.

Start of the data: the first five records, ahead of the listing:
SMILES	STK33 kinase inh	OX1R antag	KCNQ2 block
Cc1cc(NC(=O)COC(=O)c2ccc(NS(=O)(=O)c3ccc(C)c(C)c3)cc2)no1	-0.4	32	i
COc1ccc(S(=O)(=O)n2nc(OC(=O)c3ccc(C)cc3)cc2N)cc1	0.2	6	i
CCOC(=O)CSc1nc2cc(C(=O)N3CCC(C(N)=O)CC3)ccc2c(=O)n1-c1ccccc1	-0.4	14	i
Cc1ccc(CCC(=O)Nc2nccs2)o1	-1.2	16	i
Cc1c(C(=O)NCCN(C)C)oc2ccc(S(=O)(=O)N3CCCC3)cc12	0.0	1	i

The listing, from the first entry:
SMILES	STK33 kinase inh	OX1R antag	KCNQ2 block
Cc1cc(NC(=O)COC(=O)c2ccc(NS(=O)(=O)c3ccc(C)c(C)c3)cc2)no1	-0.4	32	i
COc1ccc(S(=O)(=O)n2nc(OC(=O)c3ccc(C)cc3)cc2N)cc1	0.2	6	i
CCOC(=O)CSc1nc2cc(C(=O)N3CCC(C(N)=O)CC3)ccc2c(=O)n1-c1ccccc1	-0.4	14	i
Cc1ccc(CCC(=O)Nc2nccs2)o1	-1.2	16	i
Cc1c(C(=O)NCCN(C)C)oc2ccc(S(=O)(=O)N3CCCC3)cc12	0.0	1	i
CCOc1ccc(NC(=O)c2cccc3ccccc23)cc1	-0.9	13	i
Cc1nc2ccc(Br)cn2c1NC(C)(C)C	-2.5	9	i
N#Cc1ccsc1NC(=O)CN1CCCCCC1	-1.2	3	i
CC1(C)Cc2c(c(N3CCOCC3)nc3sc(C(=O)Nc4ccc(Cl)cc4)c(N)c23)CO1	-0.1	4	i
Cc1ccc(CNC(=O)COC(=O)CCC(=O)c2cccs2)cc1	-1.1	3	i
Cc1cc(S(=O)(=O)Nc2ccc(C(=O)NCCCn3ccnc3)cc2)ccc1F	0.3	16	i
O=C(Nc1nccs1)c1c(O)c2c([nH]c1=O)CCCC2	0.3	8	i
COc1ccc([C@@H]2C=C(C(=O)O)O[C@H](OCCCCO)C2)cc1	0.7	7	i
CCN(CC)C(=O)c1cccc2c1C(=O)c1ccccc1-2	-0.6	23	i
O=C1c2ccccc2N(Cc2ccc(Cl)cc2)C2=NCCN12	-1.5	6	i
CC(C)Oc1ccc(/C=C(/NC(=O)c2ccccc2)C(=O)NCCC(=O)O)cc1	0.5	7	i
O=c1[nH]cc(COCc2ccccc2)c(=O)[nH]1	-2.3	7	i
O=C(Nc1nc(-c2ccc(S(=O)(=O)N3CCCC3)cc2)cs1)c1ccco1	-1.1	17	i
COc1ccc(CNc2c(CO)cnc3c2cnn3C)cc1	-1.4	6	i
O=C(COC(=O)c1cccc(S(=O)(=O)N2CCc3ccccc32)c1)Nc1ncc(C(F)(F)F)cc1Cl	-1.4	6	i
Cc1ccc(-c2cnc(SCC(=O)N3CCCc4ccccc43)n2C)cc1	-2.3	6	/
CC(C)(C)S(=O)(=O)c1nc2ccccc2s1	-1.2	18	i
N#CCSC1=Nc2ccccc2C2=NC(CCC(=O)N3CCN(c4ccccc4)CC3)C(=O)N12 (stereo not drawn)	-1.6	19	i
CCc1cccc(N(C(=O)c2csnn2)C(C(=O)NC(C)(C)C)c2ccncc2)c1 (stereo not drawn)	-0.2	17	i
CCOC(=O)CN1C(=O)N[C@@H](c2ccco2)C(C(=O)OC)=C1C	-0.3	2	i
COCC(=O)N(c1ccc(C(C)C)cc1)C1C=CS(=O)(=O)C1 (stereo not drawn)	-0.9	8	i
O=C(Nc1nnc(C2CC2)s1)c1ccc(Cl)nc1	-1.0	10	/
Cc1ccc(C(=O)Nc2ccc(S(=O)(=O)N3CCOCC3)cc2)cc1	0.0	6	i
CCOC(=O)C1C(=O)CC(C)(O)C(C(=O)OCC)C1c1cc(Br)ccc1OC (stereo not drawn)	0.1	7	i
O=C(CCC(=O)n1ncc2ccccc21)NCc1ccc(F)cc1	-1.2	-5	i
O=C(CCSCc1ccccc1F)NCc1cccnc1	-0.1	5	i
COC(=O)CN1C(=O)[C@H]2[C@@H](/C=C/c3ccccc3)N3C(=O)CN(Cc4ccc(-c5ccccc5)cc4)C(=O)[C@@]3(C)[C@H]2C1=O	-1.3	3	/
COc1ccccc1N1C(=O)CC1(C#N)c1ccc(OCc2ccccc2)cc1 (stereo not drawn)	-1.1	14	i
COc1ccc(N(CC(=O)N2CCN(c3cccc(C)c3)C(C)C2)S(=O)(=O)c2c(C)n[nH]c2C)cc1 (stereo not drawn)	-0.5	25	i
CCCOc1ccc(CCC(=O)N/N=C/c2ccco2)cc1	-1.1	7	i
O=C(O)c1ccc(-c2noc(-c3cccc(Cl)c3)n2)cc1	-0.5	9	/
CCCCN1C2CCCC1CC(NC(=O)c1ccccc1Cl)C2 (stereo not drawn)	-1.5	2	i
C[C@H](NC(=O)c1nc[nH]c1C(=O)NC(c1ccccc1)c1ccccc1)C(=O)OCc1ccccc1	-0.1	21	i
CCOC(=O)C1(CC2CCCCO2)CCN(Cc2nc3ccccc3nc2C)CC1 (stereo not drawn)	-0.6	18	i
COC(=O)Nc1ccc(S(=O)(=O)NCc2ccccn2)cc1	-1.8	0	i
CC(=O)Nc1ccc(Nc2nc3ccccc3nc2NS(=O)(=O)c2ccccc2)cc1	-0.8	19	i
S=C1CCC(c2ccc(Cl)cc2)=NN1c1ccccc1	-0.6	12	i
COc1ccccc1-n1c(SCC(=O)Nc2ccc(F)cc2)nc2c(c1=O)SCC2	-1.4	23	i
Cc1ccc(-c2nc3ccccc3c(=O)n2NC(=O)c2cccs2)cc1	0.2	22	i
Cc1oc(C(C)(C)C)c(CN2CCOCC2)c1C(=O)O	-1.5	23	i
CN(C)CCCCOc1ccc(Br)cc1Cl	1.1	29	i
COC(=O)Cn1cnc2c(nnn2-c2ccc(F)cc2)c1=O	-0.2	12	i
Cc1cc(C)nc(N/N=C/c2ccccc2OCc2ccc(Cl)cc2)n1	/	9	i
CC1CCN(S(=O)(=O)c2ccc(NC(=O)N3c4ccccc4Sc4ccccc43)cc2)CC1	0.8	11	i
CCc1ccc(C(=O)C(C)OC(=O)Cn2cnc3c2c(=O)n(C)c(=O)n3C)cc1 (stereo not drawn)	-2.2	17	i
Remaining list, next part.
SMILES	STK33 kinase inh	OX1R antag	KCNQ2 block
CSCCC(NC(=O)c1ccc([N+](=O)[O-])cc1Cl)C(=O)OCC(=O)NC(=O)CN1CCCC1=O (stereo not drawn)	-2.0	56*	i
CCOC1=C/C(=C/c2c(N)n3nc(S(=O)(=O)CC)sc3nc2=O)C=CC1=O	2.9	30	i
O=C(CCS(=O)(=O)c1ccc2c(c1)NC(=O)CO2)NCCc1ccc(Cl)cc1	-2.1	9	i
C=CCNC(=O)c1ccncc1	-0.7	3	i
Cc1nnc(SCc2cnc(-c3ccccc3)o2)[nH]c1=O	-0.4	8	i
CCOC(=O)c1cnc(SCc2nc(N)nc(Nc3ccccc3)n2)nc1N	1.1	73*	i
CCN1C(=O)CC(c2ccc(OC(C)C)cc2)C1=O (stereo not drawn)	-1.4	-5	i
Clc1ccc(-c2csc(=Nc3cccnc3)n2CCCn2ccnc2)cc1Cl	0.4	38	i
Clc1ccc(Cn2c(-c3cccnc3Cl)nc3ccccc32)cc1	-0.1	1	i
Oc1ccc(F)cc1-c1cc(-c2ccc3c(c2)OCCO3)n[nH]1	2.4	26	i

Sorted by the number under OX1R antag (high to low): some entries from above
SMILES	STK33 kinase inh	OX1R antag	KCNQ2 block
Oc1ccc(F)cc1-c1cc(-c2ccc3c(c2)OCCO3)n[nH]1	2.4	26	i
Clc1ccc(Cn2c(-c3cccnc3Cl)nc3ccccc32)cc1	-0.1	1	i
CCN1C(=O)CC(c2ccc(OC(C)C)cc2)C1=O (stereo not drawn)	-1.4	-5	i

2 of the compounds above, as a markdown table.
| mol | STK33 kinase inh | OX1R antag | KCNQ2 block |
| --- | --- | --- | --- |
| Clc1ccc(-c2csc(=Nc3cccnc3)n2CCCn2ccnc2)cc1Cl | 0.4 | 38 | i |
| C=CCNC(=O)c1ccncc1 | -0.7 | 3 | i |

Carrying on:
SMILES	STK33 kinase inh	OX1R antag	KCNQ2 block
CCCCC(=O)Nc1ccc(N2CCN(c3ccc(F)cc3)CC2)cc1	-0.6	-5	i
CCCCN(Cc1ccco1)S(=O)(=O)c1c[nH]c(C(=O)OC)c1	0.2	17	i
CN(C/C=C/c1ccccc1)C1CCCCC1	-0.3	6	i
CC(C)(OC(=O)c1ccc(C(F)(F)F)cc1)c1cc2ccccc2c(=O)o1	-1.6	5	/
CC(=O)N/C(=C\c1ccccc1)C(=O)NC(C)C(=O)O (stereo not drawn)	-2.1	5	i
O=C(COC(=O)/C=C/c1ccco1)Nc1cccc([N+](=O)[O-])c1	-1.4	29	i
CC(=O)c1cccc(NC(=O)C2CCCN(S(=O)(=O)c3ccccc3)C2)c1 (stereo not drawn)	-6.2	24	i
O=C(CSc1nnc(SCc2ccc(Cl)cc2)s1)N1CCOCC1	-0.1	14	i
Oc1ccccc1-c1nnc(-c2ccc(C(F)(F)F)cc2)o1	-2.1	6	i
O=C(N/N=C/c1cc2c(cc1Cl)OCO2)c1ccncc1	-1.4	19	i
CC1(OC(=O)C2CCCC2)C(=O)C=C2C=C(c3ccsc3)N(C(CO)CO)C=C2C1=O (stereo not drawn)	-1.0	53	i
O=C(Cn1nnc(-c2ccccc2)n1)N/N=C/c1ccco1	-1.8	18	i
CCCc1cc(C(N)=O)c(NC(C)=O)s1	1.0	6	i
O=C(NCc1cc([N+](=O)[O-])ccc1O)c1cccnc1Sc1ccc(Cl)cc1	-0.1	25	i
COC(=O)CCSc1nc(N2CCOCC2)c2c(c1C#N)CC(C)(C)OC2	-1.5	-2	i
N#Cc1ccccc1NC(=O)CSc1nnc(-c2ccncc2)o1	0.5	9	i
COc1ncnc2sc(-c3ccccc3)cc12	0.1	0	i
Cc1ccccc1Oc1nc2ccccn2c(=O)c1/C=C(\C#N)C(=O)Nc1c(C)n(C)n(-c2ccccc2)c1=O	2.4	14	i
COc1ccc(C(=O)N=C2SC3CS(=O)(=O)CC3N2c2ccc(N(C)C)cc2)cc1OC (stereo not drawn)	-0.6	6	i
CC(=O)c1cccc(CN2CCCCC2C(=O)Nc2ccc(Oc3ccccc3)nc2)c1 (stereo not drawn)	-1.6	6	i
CCOC(=O)C1(CCCc2ccccc2)CCN(S(=O)(=O)N(C)C)CC1	-1.3	9	i
Cc1c(NC(=O)Nc2c(Cl)cccc2Cl)c(=O)n(-c2ccccc2)n1C	-0.9	8	i
Cc1ccc(S(=O)(=O)c2nc(C(C)(C)C)oc2N2CCOCC2)cc1	-1.4	5	i
CCOC(=O)N/N=C/c1c(F)cccc1F	0.4	3	i
CC(C)CNC(=O)COC(=O)c1cc(S(=O)(=O)N(C)C)ccc1N1CCCC1	0.4	9	i
C=CCNc1cc(N2CCCC2)ccc1[N+](=O)[O-]	-0.3	13	i
CCOc1cc(/C=N/NC(=O)C(=O)Nc2cc(Cl)ccc2C)ccc1O	-0.5	11	i
CCOc1cc2[nH]c(=O)n(CCC(=O)NCCc3ccc(OC)c(OC)c3)c(=O)c2cc1OCC	0.2	5	i
Cc1ccc2nc(-c3ccncc3)c(NC3CCCCC3)n2c1	-1.4	11	i
C[C@H]1CN([C@@H](C)CO)C(=O)c2cc(NS(=O)(=O)c3ccc(Cl)cc3)ccc2O[C@@H]1CN(C)CC1CCCCC1	0.3	1	/
CCN(Cc1ccncc1)C(=O)c1cc(COc2c(C)cccc2C)on1	0.4	34	i
O=C1C(=O)N(CCN2CCOCC2)C(c2ccc(Cl)c(Cl)c2)/C1=C(/O)c1ccc2c(c1)OCO2 (stereo not drawn)	-0.2	35	i
CC1Cc2ccccc2N1CC(=O)c1c(N)n(Cc2ccccc2)c(=O)n(C)c1=O (stereo not drawn)	-1.2	7	i
CCCCOc1ccc(C(=O)N/C(=C\c2ccc(OC)cc2)C(=O)OCc2ccco2)cc1	-1.4	25	i
Cc1nc(C(=O)Nc2ccccc2)sc1C(=O)Nc1ccccc1	-0.6	14	i
O=C(c1ccco1)N1CCC(c2nc3c(nnn3Cc3ccccc3Cl)c(=O)[nH]2)CC1	0.7	11	i
CCc1c(C)nc2ncnn2c1N1CCC(C(=O)Nc2ccc(C)cc2)CC1	0.2	12	i
Cn1c(N)c(C(=O)COC(=O)CCC2CCCCC2)c(=O)n(C)c1=O	14	38	i
CNc1nc2sc3c(c2c(=O)n1C)CC(C)(C)SC3	0.3	14	i
CCN(CC)CCCn1c2c(c(SCC(=O)Nc3nc(C)cs3)nc1=O)CCC2	-1.7	19	i
CCCCCNC(=O)c1cccnc1SCC(=O)Nc1ccccc1OC	-0.8	13	i
O=C(c1ccccc1)N1CCN(C(=O)c2nn3c(C(F)(F)F)cc(-c4ccco4)nc3c2Cl)CC1	-1.8	18	i
Nc1nnnn1CC(=O)N/N=C/c1cc([N+](=O)[O-])ccc1Cl	-1.8	31	i
CC(=O)N[C@@H](C)C(=O)N1CCN(S(=O)(=O)c2ccc(Cl)cc2)CC1	-2.7	12	i
CC(C)(C)C1CCC(N2CCN(c3ccccc3)CC2)CC1 (stereo not drawn)	-1.1	5	i
CCc1sc(NC(=O)CN2CCOCC2)nc1-c1ccccc1	-2.1	25	i
COC(=O)c1ccc(NC(=O)CCN2C(=O)C3C4CCC(C4)C3C2=O)cc1 (stereo not drawn)	0.4	20	i
CC1(C)C2CCC1(CS(=O)(=O)N1CCCc3ccccc31)C(=O)C2 (stereo not drawn)	-0.2	13	i
COc1cc2ncc(C(=O)c3ccccc3)c(N3CCN(Cc4ccccc4)CC3)c2cc1OC	0.1	11	i
OC(C#CCN1CCCC1)(c1ccccc1)c1cccnc1 (stereo not drawn)	-0.8	0	i
